# Bioassay records from PubChem BioAssay.
# mcGAS RapidFire – inhibitors of Mus musculus cyclic GMP-AMP synthase, initial high-throughput assay, cell-free, RapidFire MS; Q8C6L5; AID 1259397, 2018; inhibition, % at 12.5 µM; recombinant mouse cGAS, cGAMP by RapidFire MS; hit rate 0.18% among 130,000;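 active = inhibition of cGAS enzyme activity at or above 60%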;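 note: enzyme stimulated by 45 bp dsDNA with ATP and GTP substrates; cGAMP share of summed cGAMP plus half ATP and half GTP signals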
# Target sequence (Q8C6L5 whole entry, looked up): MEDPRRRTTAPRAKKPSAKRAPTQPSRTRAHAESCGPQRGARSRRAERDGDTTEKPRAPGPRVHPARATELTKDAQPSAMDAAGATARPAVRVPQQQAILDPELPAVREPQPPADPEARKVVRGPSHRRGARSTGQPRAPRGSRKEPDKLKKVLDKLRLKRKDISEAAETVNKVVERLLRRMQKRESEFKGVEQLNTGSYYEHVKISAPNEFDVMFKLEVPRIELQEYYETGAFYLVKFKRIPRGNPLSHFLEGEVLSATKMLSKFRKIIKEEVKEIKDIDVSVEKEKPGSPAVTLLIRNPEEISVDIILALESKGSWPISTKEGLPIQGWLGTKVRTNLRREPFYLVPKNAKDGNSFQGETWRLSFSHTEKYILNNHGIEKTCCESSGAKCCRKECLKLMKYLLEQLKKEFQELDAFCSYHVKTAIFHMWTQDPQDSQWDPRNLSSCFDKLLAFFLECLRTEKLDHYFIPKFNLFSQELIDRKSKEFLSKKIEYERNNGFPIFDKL
# * marks the source's active call; other numbers are inactive results. Some of the compounds tested, so the mix of outcomes need not match the whole.
mcGAS RapidFire	mol
-6.8	CCCCC(NC(C)=O)C(=O)N1CCC2(CC1)Nc1ccccc1C(=O)N2CCO (configuration not stated)
-6.8	O=C(CCc1nc2ccccc2[nH]1)N1C[C@H](O)[C@@H](N2CCOCC2)C1
-3.1	CNc1cccc(-c2ccc(N)cc2)n1
-1.9	Nc1nn(S(=O)(=O)c2ccc(Cl)cc2)cc1-c1ccc(F)cc1
5.0	COc1ccc(Br)cc1S(=O)(=O)Nc1ccc2c(c1)OCO2
-6.6	CCOc1cc([C@@H]2C[C@H]3CN(Cc4cccc(Cl)c4)C(=O)[C@]34CCCN24)ccc1OC
-4.5	S=c1[nH]ccn1-c1cccc(Cl)c1
-1.6	CC(C)(CN1CCN(c2ccccc2)CC1)NS(=O)(=O)c1ccc(Cl)cc1
-0.7	CS(=O)(=O)C(C#N)=Cc1ccc(F)c(Br)c1
-23.3	Cc1cc(C)n(-c2cccc(CN3CCCN(C)C4(CCN(C)CC4)C3)c2)n1
-21.9	Cc1occc1C(=O)N1CC[C@@H](c2ccc3ccccc3c2)[C@H](O)C1
-2.7	O=C(NCCC1=CCCCC1)c1cc(N2CCOCC2)nc2ccccc12

mcGAS RapidFire	mol
-6.3	Cc1ccn2c(=O)c(NC(=O)c3ccccc3Br)c(C)nc2c1
-16.3	O=[N+]([O-])c1ccc(N=P(N2CCOCC2)(N2CCOCC2)C23CC4CC(CC(C4)C2)C3)cc1
-0.9	Cc1cc(CS(=O)(=O)c2nc(C)c(C)n2C(C)C2CC3CCC2C3)on1 (configuration not stated)
-10.8	COc1ccccc1C(=O)NN=C1N=NC(Cc2ccc(C)cc2)C(=O)N1 (configuration not stated)
-8.7	Cc1ccnc(N2CCC(C3CCN(Cc4cccnc4)CC3)C2)c1 (configuration not stated)
-16.0	CCN(CC)CCNC(=O)c1ccc(NC(=O)Cc2ccccc2F)cc1
-7.0	Cc1cc(-c2nnc3sc(-c4ccc5ccccc5n4)nn23)n[nH]1
15.3	COCCn1c(C)cc(O)c(C(c2ccc(OC)cc2)N2CCN(C)CC2)c1=O (configuration not stated)
-13.8	CN1CCC2(CCC1=O)CCN(c1nccc(C(F)(F)F)n1)CC2
-3.0	O=C(Nc1cnccc1-c1ccc(C(F)(F)F)cc1)c1cnns1
-76.9	NCC(c1ccc(Cl)cc1Cl)N1CCc2sccc2C1 (configuration not stated)
-4.7	COC1(C)COC(C)(OC)CO1 (configuration not stated)

mcGAS RapidFire	mol
-10.6	CC=CC=CC(=O)OCC1=C(C(=O)OCC)C(c2cccs2)NC(=O)N1 (configuration not stated)
-7.2	O=C(Nc1ccc(OC(F)F)cc1OC(F)F)N1CCCC(C(F)(F)F)C1 (configuration not stated)
-3.6	Cc1cc(F)c2c(c1)CCCN2Cn1nc(C2CCS(=O)(=O)C2)n(C)c1=S (configuration not stated)
21.3	O=C(O)CC(NC(=O)c1ccc(Br)o1)c1cccs1 (configuration not stated)
-11.2	Cn1ncc2c(NCCCOCC3CCCO3)ncnc21 (configuration not stated)
-4.6	CCOC(=O)N1CCN(c2cncc(C3=NCCN3)n2)CC1
-12.4	CCN(CC)C(=O)[C@@H]1C[C@H](N)CN1C(=O)Cc1ccc(F)c(C)c1
-6.2	CCN1CCN(CC(O)COc2ccc(CN3CCC(OC)CC3)cc2OC)CC1 (configuration not stated)
-21.3	OC(c1nc2ccccc2[nH]1)C(O)c1nc2ccccc2[nH]1 (configuration not stated)
-3.2	O=C(C=Cc1ccccc1F)NNC(=O)c1ccccc1
-20.5	O=C(CSc1nc2c(cnn2CCO)c(=O)[nH]1)Nc1cccc(F)c1
8.3	O=c1n(CCNc2ccc(F)cc2)nc2ccccn12

mcGAS RapidFire	mol
36.0	O=c1[nH]c(-c2sc3ncccc3c2O)nc2ccsc12
-6.7	COc1cc(OC)c(NC(=O)CCc2c(C)nc(N3CCOCC3)[nH]c2=O)cc1Cl
-20.0	S=P(C1=C(N2CCCCC2)C(=Cc2ccccc2)CC1)(N1CCOCC1)N1CCOCC1
-10.8	Cn1nnc2c(N(CCc3ccccc3)Cc3ccccc3)ncnc21
-21.0	Cn1nc(C(F)(F)F)c2cc(C(=O)N3CCN4CCNC(=O)C4C3)sc21 (configuration not stated)
-1.5	CCOC(=O)c1c(C)[nH]c(C(=O)CSc2ncn[nH]2)c1C
19.3	Cn1ccnc1CN1CCC(c2n[nH]c(=O)n2Cc2ccccc2)CC1
-5.4	C=CCNC(=S)NCc1ccc(CNC(=S)NCC=C)cc1
0.0	CC(=O)Nc1cnc(-c2cnn(CC(C)C)c2)cn1
-5.4	Cc1ccc(-c2ccnc(N3CCc4nc(N)sc4C3)n2)c(C)n1
-18.2	CC1CCC(NC(=O)c2cncnc2C(C)C)CC1 (configuration not stated)
-4.0	CC(C)N1CCCN(c2cnn(C)c(=O)c2Br)CC1

# Part of the list above, reformatted:
molecule: CS(=O)(=O)C(C#N)=Cc1ccc(F)c(Br)c1
  mcGAS RapidFire = -0.7
molecule: O=c1n(CCNc2ccc(F)cc2)nc2ccccn12
  mcGAS RapidFire = 8.3
molecule: Cc1occc1C(=O)N1CC[C@@H](c2ccc3ccccc3c2)[C@H](O)C1
  mcGAS RapidFire = -21.9
molecule: Cc1ccn2c(=O)c(NC(=O)c3ccccc3Br)c(C)nc2c1
  mcGAS RapidFire = -6.3

# Arranged by molecular weight (lowest first): part of the list above
mcGAS RapidFire	mol
-18.2	CC1CCC(NC(=O)c2cncnc2C(C)C)CC1 (configuration not stated)
-4.0	CC(C)N1CCCN(c2cnn(C)c(=O)c2Br)CC1
-5.4	C=CCNC(=S)NCc1ccc(CNC(=S)NCC=C)cc1

# (continued)
mcGAS RapidFire	mol
-5.0	Cc1nnc(SC(C(=O)O)c2ccccc2)c2ccccc12 (configuration not stated)
-15.7	c1ccc(-n2nccc2CN2CCCC(OCc3cccnc3)C2)cc1 (configuration not stated)
11.2	COc1cccc(CC2(CO)CCCN(C(=O)C3=CCCC3)C2)c1 (configuration not stated)
-3.0	CN(Cc1cc(-c2ccccc2)no1)C(=O)c1cn(Cc2ccccc2F)nn1
-21.7	CCc1cnc(C)nc1NCc1cccnc1-n1cnc2ccccc21
-18.4	O=S(=O)(NCc1ccccc1)N1CCCC1Cn1cccn1 (configuration not stated)
-2.7	O=C(Nc1ccnn1C1CCN(C(=O)CCn2cncn2)CC1)C1CCCC1
-9.3	Cc1ccc(-c2ccsc2C(=O)N2CCN(S(=O)(=O)c3ccc(F)c(F)c3)CC2)cc1
-7.7	NC1=NC(c2cccc(Cl)c2)N(CCc2ccc(F)cc2)C(N)=N1 (configuration not stated)
-10.5	COc1ccc2c(c1OC)C(=O)N1c3cn(C)nc3C(=O)NC21 (configuration not stated)
-9.4	CN(C)c1ccc(C(=O)Nc2ccccn2)cc1[N+](=O)[O-]
-0.3	COc1ccc(Nc2ccc(NC(=O)CNC(=O)C(C)(C)C)cc2)cc1

mcGAS RapidFire	mol
-10.8	Cc1cccc[n+]1Cc1ccccc1
4.8	O=C(O)CCc1nn2c3ccccc3n(CC(=O)c3ccccc3)c2nc1=O
-1.8	COc1ccc(N2CCN(C(=O)CN(C)Cc3sccc3C)CC2)cc1
-4.7	CSCCN(C)CC(=O)NC(C)(C#N)C(C)C (configuration not stated)
-25.1	CC1(C)C2CC=C(C=Nn3cnnc3)C1C2 (configuration not stated)
-8.3	CCOCCCn1c(C)cn2c3c(=O)n(Cc4ccccc4)c(=O)n(C)c3nc12
-2.8	Cc1nc(C)c(CN(C)CC2CC(=O)N(C3CCCC3)C2)s1 (configuration not stated)
-3.1	Nc1nc(SCc2nnc(-c3ccc(Cl)cc3)o2)n[nH]1
-4.0	O=C(CCc1ccccc1)C1CCCN(Cc2nc(CC3CC3)no2)C1 (configuration not stated)
-15.1	CCc1nccc(CN2CCCOc3c(cccc3OC)C2)n1
-20.9	Cc1cc(CC(=O)NC2CC2c2ccc(Br)cc2)no1 (configuration not stated)
-7.7	CN1CCN(Cc2oc(CO)cc(=O)c2O)CC1

mcGAS RapidFire	mol
0.9	Cc1ccc(C(=O)N2CCN(C(=O)CN3CCCC3)C2)cc1
-7.5	C(=C1CCN(Cc2nnc(-c3ccco3)o2)CC1)c1ccccc1
-18.2	COC(=O)c1ccc(-c2noc(CN3CCC(C(=O)N4CCOCC4)CC3)n2)cc1
-7.1	Cc1nc(N2CCCC(C(=O)NCc3ccsc3)C2)nc2cc(S(C)(=O)=O)ccc12 (configuration not stated)
-5.1	CC(CCCO)NC(=O)c1cnsn1 (configuration not stated)
-14.2	Cc1nnc(C2CCCN2CCOc2ccc(C(C)C)c(C)c2)o1 (configuration not stated)
-34.3	O=C(CSc1nc2c(cnn2CCO)c(=O)[nH]1)NCCc1ccccc1
-9.7	O=C1NCCc2ccccc2C1c1ccccc1 (configuration not stated)
-3.8	CCCn1c(=O)[nH]c2cc(S(N)(=O)=O)ccc21
-6.4	COc1cccc(COC2CCCN(C(=O)Nc3cccc(Cl)c3)C2)c1 (configuration not stated)
-8.4	N#Cc1cccc(OCCN2CCCC(c3nc4ccccc4o3)C2)c1 (configuration not stated)
-15.1	CC(C#N)C(C)(O)c1ccccc1 (configuration not stated)

mcGAS RapidFire	mol
-4.6	CCC1CCc2sc(C(=O)O)cc2C1 (configuration not stated)
0.1	CCCc1noc(CNC(C)(CO)c2ccccc2)n1 (configuration not stated)
-10.0	CN(CC(=O)Nc1ccccc1Br)C(=O)CN1CCN(c2cccc(Cl)c2)CC1
3.2	CCOc1ccc(-n2nnc3c(=O)n(Cc4ccc(Cl)cc4)cnc32)cc1
-3.0	N#Cc1ccccc1CNc1ccc(F)cc1Cl
0.2	CC(C)c1c(C#N)c(N)nc(SC2CC(=O)N(c3ccccc3)C2=O)c1C#N (configuration not stated)
-2.4	C#CCOCC(O)CN(Cc1ccco1)Cc1c(CC)nn(-c2ccccc2)c1Oc1ccccc1 (configuration not stated)
3.5	O=C(CSc1nnc2ccccn12)NCc1ccc(F)cc1
0.5	O=C(N=Nc1c(O)[nH]c2ccc(Br)cc12)c1cc(-c2cccs2)[nH]n1
0.3	O=c1oc2ccccc2c(O)c1C=Nc1ccc(I)cc1
-2.8	O=C(Nc1cccc([N+](=O)[O-])c1)c1ccc2nccnc2c1
2.0	Cc1cc(N2CCOCC2)ccc1NC(=O)c1cnn(-c2cccc(Cl)c2)c1C

mcGAS RapidFire	mol
-13.6	Cc1cc(C)cc(NC(=O)COc2cc(C(=O)N(C)C)ccc2C)c1
-1.3	CCCCCCCn1c(=O)c2c(nc3n2CCN3c2ccc(Cl)cc2)n(C)c1=O
-12.1	Cc1c(CO)cccc1NC(=O)c1cc(C)n(-c2ccccc2)n1
-7.0	CNc1nc(Nc2ccc(C)c(Cl)c2)nc(N)c1[N+](=O)[O-]
-1.1	CCOc1ccc(N(C(C)C(=O)NCCSc2ccc(Cl)cc2)S(C)(=O)=O)cc1 (configuration not stated)
-20.2	Cc1nccn1CCCNC(=O)c1ccc(N2CCOCC2)c(F)c1
-1.8	c1ccc(-n2nnnc2SCc2nc3ccccc3o2)cc1
36.9	CCC1=NN2C(=N)/C(=C/c3ccc(F)cc3)C(=O)N=C2S1
-1.9	Cc1cc(-n2c(C)cc(C(=O)Cn3cnc4c3c(=O)n(C)c(=O)n4C)c2C)no1
-5.6	COc1ccc(-c2c(C#N)c(N)nc3c2c(C)nn3-c2ccc(F)cc2)cc1OC
14.7	CN=c1scc(-c2ccccc2F)n1N=Cc1cccc(F)c1
-1.2	CN1CCC2(CC1)NC(=O)N(CN1CCN(C/C=C/c3ccccc3)CC1)C2=O

mcGAS RapidFire	mol
-2.1	COC(=O)N1CCCC(C(=O)N(C)Cc2nc3ccccc3[nH]2)C1 (configuration not stated)
11.8	COCC1(NC(=O)c2cnc(C(C)C)[nH]c2=O)CCCC1
-2.1	CNc1cccc(-c2cccc(C(C)=O)c2)n1
-1.9	Cc1c([N+](=O)[O-])c2ccc(O)cc2n1-c1ccccc1
4.4	Cc1cc(C)cc(OCCC(=O)Nc2cc(C3CC3)nn2C2CCS(=O)(=O)C2)c1 (configuration not stated)
-5.0	O=C(NCCn1ncc2ccccc2c1=O)c1cccc2c1NCCC2
-1.5	Cc1cc(N(C)C(C)c2sc(C)nc2C)nc(-c2ccncc2)n1 (configuration not stated)
-10.5	CN1CCN2CCN(C(=O)CCc3cccc(Cl)c3)CC2C1=O (configuration not stated)
-0.9	Nc1nnc(SCC(=O)c2cccc(C(F)(F)F)c2)s1
-11.1	CCCCCCCCNC1=CC(=O)C(=O)c2ccccc21
-14.2	O=C(NC1CCSc2ccc(Cl)cc21)C1CCCN1C(=O)c1ccco1 (configuration not stated)
-17.4	Cc1ccc2nc(Cn3nnn(-c4ccccc4Cl)c3=O)cc(=O)n2c1

mcGAS RapidFire	mol
-6.1	CN(CC(=O)NC(C)(C)C)C(=O)c1sc2ccccc2c1Cl
-15.6	COC(=O)CCC1(C(=O)OC)CC2(CC2)N=N1 (configuration not stated)
-30.5	CCn1ncc(C(=O)NCC(C)Cn2nc(C)cc2C(F)(F)F)c1C (configuration not stated)
-2.3	c1cnn(-c2ccc(CNCc3ccc(N4CCOCC4)cc3)cn2)c1
-25.1	COC(=O)c1ccc(OC(=O)C2CCCCC2)c(OC)c1
-16.4	CC1(C(=O)NS(=O)(=O)c2ccccc2Cl)CCN1C(=O)Cc1ccccc1 (configuration not stated)
-7.7	O=c1c2ccccc2nc2c3ccccc3c(Sc3ccccc3)nn12
-2.3	O=C(Cc1ccccc1)N/N=C(\c1ccccc1)C(O)c1ccccc1 (configuration not stated)
11.8	Cc1nn2c3c(nnc2c1-c1ccccc1)C(=O)CCC3
-4.6	Cc1cc(C(=O)N/N=C\C=C\c2ccco2)no1
-4.6	O=C(Nn1cnc2c(cnn2-c2ccccc2)c1=O)c1cc([N+](=O)[O-])ccc1Cl
-2.2	CC1CCCc2sc3nc[nH]c(=O)c3c21 (configuration not stated)

mcGAS RapidFire	mol
-10.7	CCCCn1c(CCC(=O)N2CCC(=O)CC2)nc2c1c(=O)[nH]c(=O)n2CCC
5.8	O=c1c2nnn(Cc3ccccc3F)c2ncn1Cc1ccccc1
1.2	CC(=O)Nc1cc(F)ccc1-c1csc(NC(=O)c2cccc(C)c2)n1
-10.1	COC(=O)c1cccc(N2C=C(C(=O)N3CCCCC3)S(=O)(=O)c3ccccc32)c1
9.4	O=C(NCCc1ccco1)c1csc(-c2cccs2)n1
